High-throughput results as filed in PubChem BioAssay.
D1 antagonist = blocks dopamine activation of the human D1 receptor; activity change, negative = inhibition, % at 10 µM; 3.2% of 360,000 active; AID 504652; HEK293 TREx D1 cells, calcium flux, dopamine EC80; active compounds read low; in the data active means activity change below about -30%; further: on the % scale 0 is the no-effect control and ±100 the full control effect
Target sequence (P21728 whole entry, looked up): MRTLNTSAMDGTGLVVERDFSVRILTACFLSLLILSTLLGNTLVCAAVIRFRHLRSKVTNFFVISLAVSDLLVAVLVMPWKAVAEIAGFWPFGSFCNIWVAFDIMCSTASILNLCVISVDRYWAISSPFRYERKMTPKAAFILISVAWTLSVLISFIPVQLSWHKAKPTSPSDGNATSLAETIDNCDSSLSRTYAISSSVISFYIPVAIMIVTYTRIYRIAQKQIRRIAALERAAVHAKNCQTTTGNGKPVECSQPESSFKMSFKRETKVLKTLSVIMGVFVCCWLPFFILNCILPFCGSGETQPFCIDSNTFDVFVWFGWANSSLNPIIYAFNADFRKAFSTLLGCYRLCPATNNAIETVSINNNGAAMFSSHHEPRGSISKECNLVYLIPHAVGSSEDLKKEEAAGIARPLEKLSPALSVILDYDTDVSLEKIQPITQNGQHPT
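Compound effects on dopamine-evoked calcium signalling were measured in tetracycline-induced HEK293 Trex D1 cells. Dopamine at EC80 followed a 180 s compound pre-read, and fluorescence was tracked kinetically for 180 s more.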
RXFP1 agonist = agonists of human relaxin receptor RXFP1; Potency, µM (top dose mostly 57.5 µM), for the others: at the top dose activation, usual class: activators; HEK293T-RXFP1 cAMP TR-FRET, 30 min; response scale: percent of porcine relaxin response, buffer zero; 0.3% of 370,000 active; Q9HBX9; further: potency means the concentration at half of the fitted maximal effect; on the % scale 0 is the no-effect control and ±100 the full control effect; nearly all actives have a fitted effect of over 60% in size; many of its hits are not listed in these tables
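Agonist response is measured as cAMP accumulation in an RXFP1-transfected HEK293T line under PDE4 inhibition. Values are scaled between buffer-only and 29 nM porcine relaxin, and EC50s come from standard Hill equation fits.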
D1 potentiator = potentiators of human D1 dopamine receptor | 0.036% of 360,000 active | HEK293 TREx D1 cells, calcium flux, dopamine EC20 potentiation | potentiation, % at 10 µM; in the data active means potentiation above about 30%; further: 0% is about no effect
D2 PAM = positively modulates the human D2 dopamine receptor allosterically | 0.34% of 340,000 active | potentiation, % at 10 µM | HEK293 T-REx D2, calcium flux, EC20 dopamine potentiation | AID 485347 | P14416;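 active means potentiation over 3 SD above the plate norm, cut at about 30% in these data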; further: 0% is about no effect
Target sequence (P14416 whole entry, looked up): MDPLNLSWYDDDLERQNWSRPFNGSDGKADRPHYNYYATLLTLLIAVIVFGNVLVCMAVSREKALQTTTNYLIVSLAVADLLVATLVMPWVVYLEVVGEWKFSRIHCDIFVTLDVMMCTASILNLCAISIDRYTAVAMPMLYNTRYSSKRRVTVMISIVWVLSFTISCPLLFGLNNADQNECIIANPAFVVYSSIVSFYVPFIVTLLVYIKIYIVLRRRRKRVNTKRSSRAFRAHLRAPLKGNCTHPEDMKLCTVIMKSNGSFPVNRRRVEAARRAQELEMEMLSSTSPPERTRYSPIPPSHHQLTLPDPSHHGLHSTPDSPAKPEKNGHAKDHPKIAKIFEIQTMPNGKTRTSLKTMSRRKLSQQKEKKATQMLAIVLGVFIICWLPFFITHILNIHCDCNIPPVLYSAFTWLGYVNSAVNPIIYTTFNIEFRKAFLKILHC
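Potentiation of an EC20 dopamine calcium response measured kinetically over 180 s, after a preceding 180 s compound-only read flagging agonists. Cells: inducible Hek293 Trex D2 line, 4000/well, cultured overnight at 30 C before dye loading.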
TRHR ag = activates the human TRH receptor. TRHR cells, calcium flux fluo-8, FDSS agonist mode. activation, % at 2 µM. 0.18% of 360,000 active; in the data active means activation above about 30%; further: 0% is about no effect
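Steps: seed TRHR cells overnight; add fluo-8 no-wash Ca dye, RT 30 min–1.5 h; record 10 s baseline; pin-transfer compounds; monitor fluorescence 1 cycle/s for the agonist window. Calcium increases flag candidate agonists.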
TRHR PAM = allosterically enhances the human TRH receptor. TRHR cells, fluo-8 calcium fluorescence, EC20 TRH enhancement. 0.66% of 360,000 active. AID 493056. enhancement, % at 2 µM. P34981; in the data active means enhancement above about 30%; further: 0% is about no effect
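TRHR-expressing cells loaded with fluo-8 calcium dye were read kinetically (ex 480/em 530) during compound addition, then stimulated with an EC20 of TRH (10 nM final). Enhancement of the Gq-mediated intracellular calcium response was scored.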
RXFP1 antag = blocks the human relaxin receptor RXFP1; HEK293-RXFP1, relaxin-stimulated cAMP HTRF, 30 min; active compounds read low; activity change, negative = inhibition, % at 57.5 µM; 0.59% of 350,000 active;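 active means activity change of -60% or lower, but not beyond a set lower limit; inconclusive means change between -60% and -40%, or beyond the set limit; inactive means change above -40%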; further: on the % scale 0 is the no-effect control and ±100 the full control effect
Anesthetic bind = candidate novel general anesthetic via apoferritin binding; P02791; apoferritin/1-aminoanthracene competitive binding, fluorescence; Potency, µM (top dose mostly 77.5 µM), for inactives: at the top dose activity change, negative = displacement, usual class: inhibitors; 0.074% of 350,000 active; AID 485281; further: potency means the concentration at half of the fitted maximal effect; on the % scale 0 is the no-effect control and ±100 the full control effect; nearly all actives have a fitted effect of over 20% in size
Target sequence (P02791 2-175 limits assumed): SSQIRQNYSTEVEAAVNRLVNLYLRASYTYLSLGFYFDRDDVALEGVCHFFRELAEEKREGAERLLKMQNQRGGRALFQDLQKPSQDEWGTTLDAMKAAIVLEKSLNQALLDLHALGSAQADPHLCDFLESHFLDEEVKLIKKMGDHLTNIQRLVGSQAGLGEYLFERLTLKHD
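Probe: 1-aminoanthracene (50% saturated, PBS). Protein: horse-spleen apoferritin, 10 uM. Incubation: 10 min, room temperature. Detection: 380 nm excitation, 535 nm emission. Analysis: normalized response, four-parameter Hill.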
D1 ag = agonists of human D1 dopamine receptor; P21728; HEK293 T-REx D1 cells, calcium flux, agonist mode; activation, % at 2 µM; 1% of 360,000 active; in the data active means activation above about 30%; further: 0% is about no effect
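Inducible HEK293 T-REx D1 cells, force-coupled to calcium signalling, were plated at 4000 cells/well with tetracycline and held overnight at 30 C. After no-wash calcium dye loading, compound-evoked calcium rise over 180 s flagged agonists.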
The depositor's hits bear a star; ? = inconclusive; nt = not tested or not shown; [ ] = dose if it differs, or a comment. Unless noted, the call rests on the fitted dose curve; in most records, active means well fitted curve in the direction sought with a large enough effect; inconclusive means small, poorly fitted or top-dose-only effect, or another doubt; inactive means no such curve, though single readings can be large; an effect the other way counts as inactive or inconclusive. The list is partial; the hit share may differ from the screen's.

SMILES	D1 antagonist	RXFP1 agonist	D1 potentiator	D2 PAM	TRHR ag	TRHR PAM	RXFP1 antag	Anesthetic bind	D1 ag
O=C(NCC1CCCO1)c1cn(-c2ccccc2)nc1-c1ccc(F)cc1 (stereo not drawn)	1.9	0.0%	4.8	3.7	-1.1	0.8	-2.8	-5.9%	0.1
CCc1nnc(NC(=O)CCC(=O)N2CCN(c3cc(C)ccc3C)CC2)s1	11.9	-0.5%	10.8	11.5	0.4	10.6	-6.8	-1.5%	-1.1
CCc1cccc(NS(=O)(=O)c2ccc3c(c2)CCC(=O)N3)c1	11.6	0.5%	-5.9	2.9	0.9	-4.8	4.5	-7.6%	4.3
COc1ccc(-c2nc(CN(CC3CCC(=O)N3)C(C)C)c(C)o2)c(C)c1C (stereo not drawn)	14.2	0.5%	3.5	5.6	0.2	0.1	-18.6	?	10.9
O=C(COC(=O)C1=COCCO1)Nc1ccc([N+](=O)[O-])cc1C(F)(F)F	-19.0	1.9%	1.6	-2.9	0.0	3.0	-0.7	nt	1.4
COc1ccc(/C=C2\CCCC3C2=NN(C(=O)c2scnc2C)C3c2ccc(OC)cc2)cc1 (stereo not drawn)	nt	3.4%	1.0	1.0	0.9	-20.9	-11.5	-4.0%	3.6
Cc1ccc(-c2csc(-c3ccncc3)n2)cc1	22.8	3.3%	-5.0	-2.3	-0.6	9.2	-2.4	-23.2%	0.7
Cc1ccc(-c2nn(C)c(=O)c3ccccc23)cc1CO	-6.8	-0.9%	-0.7	-9.4	0.0	-1.5	-4.9	-0.1%	-1.9
COc1ccc(C(=O)N(c2ccc(C)cc2)S(=O)(=O)c2ccc(C)cc2)cc1	9.9	-0.2%	-3.0	nt	0.9	-2.9	-3.2	-2.6%	3.5
Cc1nc2c(C(=O)NCc3ccc4c(c3)OCO4)c[nH]n2c(=O)c1Cl	2.1	-1.9%	-5.0	1.2	0.3	0.4	23.0	-13.1%	3.8
CCn1cc(Br)c(C(=O)NN)n1	7.0	0.3%	8.3	-5.5	0.3	5.9	11.4	-7.5%	2.8
COCCCNC(=O)CNC(=O)c1nn(-c2ccc(OC)cc2)c(=O)c2ccccc12	14.6	0.0%	-2.7	-3.4	0.8	13.2	6.1	3.2%	2.2
C=CCn1c(N)c(C(=O)N2CCOCC2)sc1=S	2.3	0.8%	1.2	25.4	-0.4	18.6	-8.2	2.4%	4.9
CCOc1ccc(CN2CCN(C(=O)c3ccco3)CC2)cc1	-0.7	-0.3%	-4.2	nt	0.6	0.2	-3.6	-8.7%	2.5
Cc1cccnc1NC(=O)c1ccc(OCC2CCCO2)cc1 (stereo not drawn)	1.5	-0.5%	-0.9	14.5	1.0	3.7	10.1	nt	1.6
Cc1ccc(C(=O)O)c(C(=O)Nc2nc3ccccc3s2)c1	2.0	0.0%	1.6	-6.8	0.2	-2.8	-3.1	3.8%	5.0
O=C(CCc1ccccc1)NCC(c1ccco1)N1CCc2ccccc21 (stereo not drawn)	-8.0	3.1%	-7.5	2.1	-0.3	-1.4	-20.2	nt	1.1
CC(NC(=O)CNC(=O)c1sc2ccccc2c1Cl)c1cccnc1 (stereo not drawn)	5.0	20.2%	-3.1	-1.3	0.6	-0.3	-24.7	-11.5%	-3.4
O=C1N=C(N2CCCC2)S/C1=C\c1ccccc1	-9.7	0.2%	-1.4	2.1	-0.1	-2.2	-1.4	-8.0%	0.7
Cc1ccc(/C=C(\C#N)C(=O)Nc2cccc(C)n2)cc1	4.9	6.0%	-6.1	10.4	0.1	-0.9	6.8	-7.4%	2.3
COc1ccccc1N1CCN(/N=C/C=C\c2ccco2)CC1	-1.2	0.0%	-1.6	17.6	-0.3	-1.1	-15.3	?	-0.8
CCN(CC)C(=O)CSc1nnc(-c2ccccc2)o1	4.2	0.0%	-3.2	-0.9	-0.1	5.2	-4.6	-9.8%	-0.1
COc1ccc(-c2nc3ccc(C(=O)NCc4ccc(C)cc4)cc3nc2-c2ccc(OC)cc2)cc1	-1.2	7.6%	-1.1	-10.4	0.5	0.2	1.4	30.3%[activator]	-0.3
CCOc1ccc(-n2c(Cc3ccccc3)nnc2SCc2nc(-c3ccccc3OC)no2)cc1	2.1	-2.3%	0.1	8.2	0.8	-7.5	?	-4.9%	17.1
CN(C)S(=O)(=O)N(CC(=O)NCCSCc1cccc(Cl)c1)c1ccccc1	-5.8	-1.1%	-1.6	14.2	0.0	1.0	nt	-4.3%	3.9

An excerpt from above, showing only Anesthetic bind, D1 potentiator and RXFP1 antag.
Structure	Anesthetic bind	D1 potentiator	RXFP1 antag
COc1ccc(/C=C2\CCCC3C2=NN(C(=O)c2scnc2C)C3c2ccc(OC)cc2)cc1 (stereo not drawn)	-4.0%	1.0	-11.5
CN(C)S(=O)(=O)N(CC(=O)NCCSCc1cccc(Cl)c1)c1ccccc1	-4.3%	-1.6	nt

Remaining list, next part:
SMILES	D1 antagonist	RXFP1 agonist	D1 potentiator	D2 PAM	TRHR ag	TRHR PAM	RXFP1 antag	Anesthetic bind	D1 ag
CCn1cc(C(=O)NCc2ccc(Cl)cc2)c(=O)c2cc(S(=O)(=O)N(C)C)ccc21	15.2	-0.4%	-0.5	0.2	-1.2	2.8	-14.6	-6.4%	0.3
O=S(=O)(Nc1cccc(-c2ccc3nncn3n2)c1)c1cccs1	8.9	1.6%	6.3	14.5	-0.1	-3.2	-8.8	2.5%	1.6
COc1ccc(CCNC(=O)CCC(=O)N2CCOc3ccccc32)cc1OC	-2.9	1.7%	-1.2	-1.8	-0.1	-1.0	-9.1	-14.2%	1.0
COc1ccc(NC(=O)CN(C)C(=O)CCSc2ccc(F)cc2)cc1	2.6	0.3%	-1.9	17.7	-0.8	-4.5	-7.9	nt	1.8
COCCN(C(=O)COC(=O)C12CC3CC(CC(Cl)(C3)C1)C2)c1c(N)n(Cc2ccccc2)c(=O)[nH]c1=O	25.4	0.2%	-0.5	10.2	-0.2	0.6	-9.8	nt	0.1
Cc1ccc(CNC(=O)COC(=O)[C@@H]2CC(O)CN2S(=O)(=O)c2ccc3c(c2)OCCO3)cc1 (stereo partly drawn)	-0.1	5.0%	-5.8	nt	-0.4	-7.1	22.2	5.9%	1.1
N#Cc1nc(-c2ccc(Cl)cc2)oc1N1CCCCC1	6.8	7.0%	-5.3	10.2	-0.4	-0.6	2.5	216.6%[activator]	5.4
CC(=O)NCCC1CCN(c2nc3nonc3nc2N(C)Cc2ccccc2)CC1	10.1	1.1%	-5.3	-2.2	0.0	46.9*	0.8	-16.1%	2.2
CCn1c(CNC(=O)Cc2ccc(OC)cc2)n[nH]c1=S	-10.8	0.9%	-6.5	13.9	-0.3	-3.4	-5.6	-4.7%	0.2
Nc1cccnc1Oc1ccc(F)cc1	-1.0	1.6%	-4.0	-0.6	-0.2	2.9	-14.9	-8.5%	0.1
CCOc1ccccc1NC(=O)CCCc1nc2ccccc2c(=O)[nH]1	8.0	2.9%	-7.3	2.9	0.0	-3.5	-22.5	-8.8%	-0.4
Cc1ccccc1NC(=O)CSc1nnc(CNC(=O)c2ccco2)n1C	-1.8	0.7%	2.0	-7.3	0.6	-10.5	-3.8	nt	15.8
CCOC(=O)Cc1ccc(NC(=O)Nc2nnc(N3CCCCC3C)s2)cc1 (stereo not drawn)	6.2	1.1%	1.8	4.8	-0.4	13.4	?	-0.9%	1.1
Cc1ccc(S(=O)(=O)NC(C)CCc2ccccc2)cc1 (stereo not drawn)	-4.9	1.3%	-7.0	8.3	0.8	-13.0	-7.2	?	0.7
CC(=O)CCC(=O)c1ccc2ccccc2c1	-8.9	0.3%	-0.5	-2.6	0.0	-2.4	nt	-12.7%	0.8
CCc1nnc(NC(=O)c2csc3c2CCC(C)C3)s1 (stereo not drawn)	2.4	2.5%	-2.4	-0.2	0.0	17.0	nt	-7.6%	7.1
COc1ccccc1NC(=O)COC(=O)CCn1c(C)csc1=O	-32.7*	-0.4%	-7.5	16.6	-0.1	0.0	-13.8	nt	-0.4
Cc1sc2ncn3c(C)nnc3c2c1C	-5.3	10.3%	-9.0	-2.5	0.6	2.3	-3.4	?	-0.1
COc1ccc(Oc2ccc(N/C=C3/CCCC3=O)cc2)cc1	-30.6*	0.9%	-10.2	-16.5	-0.3	-0.3	-4.9	-16.2%	1.6
CCOC(=O)c1c(C)[nH]c(C)c1S(=O)(=O)NCC(=O)NCc1ccccc1Cl	-3.6	2.0%	0.7	-3.2	-0.3	-2.4	nt	1.2%	3.2
CC1=C(C(=O)Nc2ccccc2)C(c2cccc(O)c2)n2nc(-c3ccccc3Cl)nc2N1 (stereo not drawn)	4.3	3.8%	0.1	nt	0.4	-8.4	nt	-14.0%	0.6
Cc1cc(C(=O)OC(C)C(=O)NC2CCCCC2C)c(C)o1 (stereo not drawn)	-4.7	1.4%	2.2	-8.3	-0.5	3.3	-10.0	nt	-0.2
Cc1ccc(S(=O)Cc2ccc(C(=O)N3CCN(C(=O)c4ccco4)CC3)o2)cc1 (stereo not drawn)	47.6	2.3%	2.5	-2.1	0.4	0.4	19.5	-1.5%	1.0
COc1cc(/C=C2/NC(=O)NC2=O)cc(Br)c1OCc1cccc(C(=O)O)c1	31.5	0.0%	1.8	11.9	0.6	2.0	-3.9	-6.3%	4.7
O=C(NC(=S)Nc1ccc(S(=O)(=O)Nc2nccs2)cc1)c1ccc(F)cc1	19.5	1.3%	-0.3	16.0	0.1	1.4	6.4	-15.7%	6.9
O=c1oc2c(CN3CCCCC3)c(O)ccc2c2c1CCCCC2	-8.5	28.8%	-3.8	11.6	0.1	9.2	14.8	nt	0.5
O=C(CCc1ccccc1)NC1(Cc2ccccc2)CCN(CCc2cccs2)C1=O (stereo not drawn)	nt	-0.2%	-1.4	10.7	-1.3	-4.2	nt	nt	-3.8
Cc1c(-c2ccc(Cl)cc2Cl)nc2ccccc2c1C(=O)NCCN1CCOCC1	-3.4	0.2%	0.1	4.3	1.3	1.2	-24.9	-1.8%	1.4
Cc1ccc(S(=O)(=O)CCC(=O)NCCc2ccc(Cl)cc2)cc1	2.0	1.6%	-7.0	nt	-0.3	6.9	2.8	3.1%	1.0
O=C(c1ccc(CSc2ccc(Cl)cc2)cc1)N1CCOCC1	-26.1	-0.6%	-7.3	4.2	0.0	-3.6	-4.3	?	7.0

A few values from the results shown.
Reading for O=C(c1ccc(CSc2ccc(Cl)cc2)cc1)N1CCOCC1 in TRHR ag: 0.0
Reading for Cc1ccc(S(=O)(=O)CCC(=O)NCCc2ccc(Cl)cc2)cc1 in Anesthetic bind: 3.1%
Reading for COc1ccc(Oc2ccc(N/C=C3/CCCC3=O)cc2)cc1 in RXFP1 antag: -4.9
Reading for CCn1cc(C(=O)NCc2ccc(Cl)cc2)c(=O)c2cc(S(=O)(=O)N(C)C)ccc21 in D1 antagonist: 15.2
